Screens: PubChem, several laboratories
OX1R antag – human HCRTR1 antagonism. inhibition, % at 5 µM. CHO/OX1R cells, Fluo-8 calcium fluorescence, orexin A. 0.43% of 330,000 active;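 active = inhibition above its plate's threshold, mean inhibition of all tested compounds on the plate plus 3 SD, cut at about 37% in these data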;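 also: 0% = orexin A challenge wells and 100% = SB-334867-A antagonist wells; not every result past the cut was called active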
Target sequence (O43613 whole entry, looked up): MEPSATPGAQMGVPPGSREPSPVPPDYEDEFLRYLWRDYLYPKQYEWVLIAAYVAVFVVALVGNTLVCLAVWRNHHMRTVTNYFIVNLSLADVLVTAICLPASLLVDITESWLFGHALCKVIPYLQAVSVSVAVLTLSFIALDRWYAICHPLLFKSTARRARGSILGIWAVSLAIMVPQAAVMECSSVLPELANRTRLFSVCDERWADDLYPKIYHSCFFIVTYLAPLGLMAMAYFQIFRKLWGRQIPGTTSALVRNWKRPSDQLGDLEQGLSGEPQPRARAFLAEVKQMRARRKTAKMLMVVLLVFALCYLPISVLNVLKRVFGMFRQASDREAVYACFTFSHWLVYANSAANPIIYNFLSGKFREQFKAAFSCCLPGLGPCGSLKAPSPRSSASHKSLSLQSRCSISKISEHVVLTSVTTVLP
CHT allo act – allosterically activates the human high affinity choline transporter. Q9GZV3. B-score at 10 µM. 0.49% of 310,000 active. AID 488977. CHT-expressing cells, membrane potential dye, choline EC20; stronger effect = higher value; LV-AA mutant CHT in HEK293 cells;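 active = initial fluorescence not abnormally high and integrated response B-score, plate-corrected, over 3 SD above library mean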
Target sequence (Q9GZV3 whole entry, looked up): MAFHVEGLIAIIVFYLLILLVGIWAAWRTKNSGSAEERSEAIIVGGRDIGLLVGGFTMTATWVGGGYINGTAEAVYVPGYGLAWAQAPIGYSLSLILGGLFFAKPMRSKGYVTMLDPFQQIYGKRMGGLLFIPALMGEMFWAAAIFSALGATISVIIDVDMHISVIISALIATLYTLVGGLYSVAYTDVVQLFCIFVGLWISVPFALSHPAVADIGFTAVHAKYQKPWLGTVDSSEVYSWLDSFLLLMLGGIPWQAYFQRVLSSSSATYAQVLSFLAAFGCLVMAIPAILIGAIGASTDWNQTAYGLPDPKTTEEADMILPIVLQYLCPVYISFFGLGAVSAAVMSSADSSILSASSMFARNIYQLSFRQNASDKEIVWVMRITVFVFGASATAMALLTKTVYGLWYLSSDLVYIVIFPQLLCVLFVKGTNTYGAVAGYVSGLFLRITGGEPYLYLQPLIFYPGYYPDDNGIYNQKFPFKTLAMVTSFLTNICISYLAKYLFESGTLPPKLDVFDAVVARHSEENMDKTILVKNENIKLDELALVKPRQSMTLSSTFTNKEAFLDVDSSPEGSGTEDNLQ
The depositor's hits bear a star; i = inactive; . = no result given.

molecule | OX1R antag | CHT allo act
CC(=O)Oc1cc2c(cc1Cl)C1(CC(c3ccccc3Cl)O2)CC(C)(C)NC(=S)N1 (configuration not stated) | -19.0 | i
O=C1NC(=O)/C(=C\c2ccc(OCc3ccccc3)cc2)S1 | -3.7 | i
CC(Sc1nnc2ccccn12)C(=O)NCc1ccc2c(c1)OCO2 (configuration not stated) | 7.2 | i
C=CCSc1nc2c(c(=O)[nH]c(=O)n2C)n1Cc1ccc(C)cc1 | 0.3 | i
COc1ccc(C(=O)COC(=O)Cn2cnc3c2c(=O)n(C)c(=O)n3C)c(OC)c1 | -8.3 | i
Cn1c(N)c(C(=O)COC(=O)c2cc3ccccc3cc2O)c(=O)n(C)c1=O | 0.6 | .
CCCCCCCC(=O)OC(CN1CCCCC1)CN1CCCC1=O (configuration not stated) | -23.3 | i
Cn1cnnc1Sc1cc(N2CCN(S(=O)(=O)c3ccccc3)CC2)ccc1[N+](=O)[O-] | -21.6 | i
CCOc1cc(S(=O)(=O)N2CCN(CC)CC2)ccc1Cl | -12.8 | i
CCN(CC)CCOc1ccc2c(c1)C(=NNC(=O)c1ccccn1)c1cc(OCCN(CC)CC)ccc1-2 | -7.5 | i
CN1CCC(=O)N([C@H](CSc2ccc(Br)cc2)c2ccccc2)CC1 | -24.9 | i
CC(C)C(=O)Nc1ccc(C(=O)Nc2ccc(Br)cc2F)cc1 | -15.6 | i
Cc1cccc(NC(=O)c2cc3ccccc3o2)c1 | -6.4 | i
COc1ccc2c(c1)CC(C1(O)C(=O)Nc3ccccc31)C2=O (configuration not stated) | -3.7 | i
CC(C)N(C(=O)N1CCC(c2nc(-c3ccncc3)no2)CC1)C(C)C | -13.4 | i
COCc1cc(=O)[nH]c(/N=C(\N)Nc2ccc(Oc3ccccc3)cc2)n1 | -27.1 | i
CC(C)CNC(=S)N(CCN(C)C)Cc1cc2cc3c(cc2[nH]c1=O)OCCO3 | -12.1 | i
CCOC(=O)c1cnn(C)c1NC(=O)c1ccc(Cl)cc1Cl | -29.0 | i
NC(=O)CN1CCCC1c1ccc2c(c1)OCCO2 (configuration not stated) | -16.8 | i
O=C(Nc1ccc(CN2CCOCC2)cc1)c1cc(Cl)ccc1Cl | . | i
COc1cc(C(=O)N(CCc2ccccc2)C2=CC3CCC(C2)N3C)cc(OC)c1OC (configuration not stated) | -21.4 | i
O=C(O)CC(Cc1ccc(Br)cc1)C(=O)O (configuration not stated) | -12.3 | i
Cc1ccc(C)c(OCCC(=O)OCC(=O)NCc2ccccc2)c1 | -19.7 | i
O=C1NC[C@H](CC2CCCCC2)N(CCc2cccc(F)c2)C1=O | -12.7 | i
CC(C)CCN1C(=O)c2ccc(C(=O)Nc3cccc(S(N)(=O)=O)c3)cc2C1=O | -5.7 | i
O=C(NCc1ccccc1)c1cccc(NC(=O)c2ccco2)c1 | -15.8 | i
N#C/C(=C\C1CC2C=CC1C2)c1nc2ccccc2[nH]1 (configuration not stated) | -25.4 | i
CCOn1c(=O)c(-c2cccc([N+](=O)[O-])c2)[n+]([O-])c2ccccc21 | -1.5 | i
CCC(=O)c1ccc(OCC(=O)NCC2COc3ccccc3O2)cc1 (configuration not stated) | -8.0 | .
COc1ccc(/C=N/NC(=O)c2cccc(OC(F)(F)C(F)F)c2)c(OC)c1OC | -12.9 | i
COc1ccc(CCNC(=O)c2ccc(=O)[nH]n2)cc1OC | -3.0 | i
O=C(CSc1n[nH]c(-c2ccncc2)n1)Nc1ccccc1Cl | -1.2 | i
Cc1ccc(-c2csc(N3N=C(c4ccccc4)/C(=C\c4ccc(N(C)C)cc4)C3=O)n2)cc1 | -9.0 | i
Cc1cc(NC(=O)c2ccc(S(=O)(=O)N3CCOCC3)cc2)nc2c1c(=O)oc1ccccc12 | -25.3 | i
CCN(CC(=O)Nc1c(F)cccc1F)C(=O)CNC(=O)c1ccc2c(c1)OCO2 | -15.1 | i
CCOc1cc(-c2n[nH]c(=S)n2Cc2ccccc2)ccc1OC(F)F | -12.7 | .
COC(=O)c1ccc(CNC(=O)c2ccc(S(=O)(=O)N3CCCCCC3)cc2)cc1 | 17.7 | .
Cc1ccc(NC(=O)C(NCc2ccccn2)c2ccccc2)cc1 (configuration not stated) | 1.4 | i
O=C(NC1CCN(C(=S)Nc2ccc(Cl)cc2)CC1)C1CCCCC1 | -9.3 | i
O=C(NNC(=O)c1ccccc1O)c1ccc(Cl)cc1 | -12.9 | i
CCCCNC(=O)/C(C#N)=C/c1ccc2c(c1)OCCO2 | -6.8 | i
Cc1noc(C)c1C(=O)N(C)CC(=O)Nc1ccc(F)c(F)c1F | -22.3 | i
O=C(N=Nc1c(O)[nH]c2ccc([N+](=O)[O-])cc12)c1ccccc1Cl | -4.1 | i
Cc1cccc(C(=O)N2CCN(S(=O)(=O)N3CCCCCC3)CC2)c1 | -16.9 | i
CC(=O)c1sc(-c2ccc(Cl)cc2)nc1C | -6.7 | i
O=C(NCC(c1ccco1)N1CCc2ccccc2C1)C(=O)Nc1ccc(F)cc1F (configuration not stated) | -6.5 | i
CCOC(=O)c1c(NC(=O)CSc2nnc(-c3ccco3)o2)sc(C(C)=O)c1C | -20.0 | i
CCOC(=O)c1cnc2c(C(=O)OC)cccc2c1NCCN1CCOCC1 | 1.5 | i
O=C1CC(c2ccc(F)cc2)Sc2nc(-c3ccccc3)c(-c3ccccc3)n21 (configuration not stated) | -9.8 | i
O=C(Cc1cccc2ccccc12)N/N=C/c1ccc(Sc2cccc3cccnc23)o1 | 12.9 | i

Pulled by compound from the list above (2):
molecule | OX1R antag | CHT allo act
Cc1ccc(-c2csc(N3N=C(c4ccccc4)/C(=C\c4ccc(N(C)C)cc4)C3=O)n2)cc1 | -9.0 | i
O=C(CSc1n[nH]c(-c2ccncc2)n1)Nc1ccccc1Cl | -1.2 | i

Continuation.
molecule | OX1R antag | CHT allo act
CSc1ccccc1NC(=O)CN(C)C(=O)Cc1c[nH]c2ccccc12 | -4.7 | i
Cc1cc(C)cc(NC2=C(N)C(=O)c3ccccc3C2=O)c1 | -9.4 | i
COC(=O)c1cnc(SC)nc1C | -18.0 | i
Cc1ccc(C(=O)NCCOc2cccc(C)c2)cc1 | -8.2 | i
Cc1cccc(NC(=O)CN2C(=O)/C(=C3\SC(=S)N(CC4CCCO4)C3=O)c3ccccc32)c1 (configuration not stated) | -31.1 | i
CC(=O)Nc1c(C)nn(-c2ccc(C)c(C)c2)c1C | -10.6 | i
Cc1cc(C(=O)Nc2cccc3ccccc23)n(-c2ccccc2)n1 | -22.6 | i
O=C(CC1CCCCC1)NCCS(=O)(=O)N1CCN(c2ccccc2)CC1 | -3.1 | i
CC(C(=O)Nc1ccc(OCc2ccccc2)cc1)N1CCCC1 (configuration not stated) | -1.3 | i
Cc1ccccc1N1CCN(C2CCCN(C(=O)c3ccc(Cl)s3)C2)CC1 (configuration not stated) | . | i
CCn1ncc(Br)c1C(=O)Nc1ccccc1OC | -10.6 | i
COC(C(=O)Nc1ccnn1C1CCN(C(=O)c2cccc(F)c2)CC1)c1ccccc1 (configuration not stated) | -22.6 | i
O=C(CSc1nncs1)NC1CCCc2ccccc21 (configuration not stated) | -7.7 | i
CC(C)(C)N(Cc1ccccc1)C(=O)COC(=O)CNS(=O)(=O)c1ccc2ccccc2c1 | 6.0 | .
Cc1ccc(NC2CCCN(C(=O)CCc3ccncc3)C2)cc1C (configuration not stated) | . | i
O=C(CCc1ccccc1O)NC1CCCc2ccccc21 (configuration not stated) | -11.3 | i
COc1ccccc1-n1cnnc1SCC(=O)Nc1cccc(S(=O)(=O)N2CCCCC2)c1 | -17.3 | i
O=C(Nc1ncc([N+](=O)[O-])s1)c1ccccc1Br | -2.4 | i
CC(=O)c1c(C)[nH]c(C(=O)NCC2CCCCC2)c1C | -24.9 | i
CCCCNC(=O)C1(c2ccc(OC)cc2)CCOCC1 | -12.7 | i
O=C(O)CC1CCCC(c2ccccc2)C1=O (configuration not stated) | -4.7 | i
O=C(Cn1nnc(-c2ccc(N3CCOCC3)cc2)n1)N1CCOCC1 | -6.3 | i
COC(=O)C1=CN(Cc2ccc(OC)c(OC)c2)C=C(C(=O)OC)C1c1cccc(F)c1 | -18.0 | i
COC(=O)c1ccccc1NC(=O)C1CCN(S(=O)(=O)c2cc(C)ccc2OC)CC1 | -27.9 | i
c1ccc(-c2sc3ccccc3c2-c2ccc(OCCN3CCCC3)cc2)cc1 | 23.8 | .
Cc1ccc2c(c1)C1(OCCCO1)C(=O)N2CC#N | -13.0 | i
N#C/C(=C\c1ccc[nH]1)C(=O)Nc1ccccc1[N+](=O)[O-] | -9.5 | i
CN(C(=O)COC(=O)c1nc(Cl)ccc1Cl)C1CCS(=O)(=O)C1 (configuration not stated) | 3.9 | i
Cn1c(NC(=O)c2ccc(Cl)s2)cc(=O)n(C)c1=O | 3.7 | i
CN(C)S(=O)(=O)c1ccc(C(=O)OCC(=O)c2ccc(OC(F)F)cc2OC(F)F)cc1 | -6.7 | i
Cc1c(C(=O)Nc2nonc2-c2ccc(F)cc2)oc2ccc(F)cc12 | -0.2 | i
CCOC(=O)[C@H]1[C@H]2COc3ccccc3[C@@H]2N2C(=O)c3ccc(Cl)cc3NC(=O)[C@@]12C | -17.0 | i
O=C(Nc1ccc(S(=O)(=O)N2CCOCC2)cc1)c1ccc2c(c1)S(=O)(=O)c1ccccc1C2=O | -8.5 | i
CC(C)CCn1c(COc2ccccc2)nn(CCC#N)c1=S | -30.1 | i
COC(=O)[C@@H]1C[C@@]2(O)[C@@H](O)[C@@H](O)[C@@H](O)C[C@H]2N1Cc1ccc(-c2ccccc2)cc1 | -5.2 | i
COc1cccc(C2=NOC(C(=O)NCc3ccccc3)C2)c1 (configuration not stated) | -8.0 | i
Cc1ccccc1OCC(=O)NC1=NCCS1 | -12.5 | i
CC(C)C1CC(c2csc(N)n2)CCO1 (configuration not stated) | -0.6 | i
O=C(CCl)N1CCN(S(=O)(=O)c2ccc3c(c2)OCCCO3)CC1 | -7.4 | .
Nc1c(S(=O)(=O)c2ccccc2)cnc2c(-c3ccc(F)cc3)cnn12 | -12.4 | i
CN(C)CCNc1nc2c(c(=O)[nH]c(=O)n2C)n1CCOc1ccccc1 | -22.1 | i
COc1cc(CCC(=O)OCC(=O)Nc2c(C)cccc2C(C)C)cc(OC)c1OC | -17.9 | i
Cc1csc2c(N3CCC(C(=O)O)CC3)ncnc12 | -2.4 | i
Nc1cc2c(cc1C(=O)c1ccc(Cl)cc1)OCCO2 | -6.0 | i
CC/C(=N/NC(=O)c1ccc(Br)cc1)c1ccc(OCCN2CCOCC2)cc1 | -24.8 | i
O=C(CNC(=O)c1ccccc1Cl)OCC(=O)N1CCc2ccccc21 | -20.5 | i
Nc1nc(-c2cccs2)c(CC(=O)O)s1 | -1.4 | i
COc1ccc(N2CCN(C(=O)c3cn(Cc4ccccc4)nc3-c3cccnc3)CC2)cc1 | -18.3 | .
Cc1ccc(C)c(NC(=S)N2CCN(c3ccccn3)CC2)c1 | -21.7 | i
NC(=O)Cc1nc2scc(-c3ccc(Cl)cc3)c2c(=O)[nH]1 | 0.3 | i

Continuation.
molecule | OX1R antag | CHT allo act
O=C(Nc1ncccc1Cl)c1ccc2c(c1)OCCO2 | -12.2 | i
CC(=O)Nc1ccc(S(=O)(=O)N2CCSC2C(=O)O)cc1 (configuration not stated) | -4.2 | i
CCN(C(=O)c1ccc2c(=O)n3c(nc2c1)CCCCC3)c1cc(OC)ccc1OC | -31.8 | i
CCN(CC)C(=O)COc1ccc(S(=O)(=O)N2CCCC2)cc1 | -2.8 | i
COc1cccc(CN2CCC(CO)(CC3CCCCO3)CC2)c1 (configuration not stated) | -6.9 | i
COc1ccc(NC(=S)Nc2cccc(S(=O)(=O)N3CCCCC3)c2)cc1 | -14.2 | i
CC(C)(O)C#CC#CCN1CCOCC1 | 6.3 | i
COc1cccc(C(=O)N/N=C2/SCC(=O)N2CCc2ccc(OC)c(OC)c2)c1 | -6.8 | i
COc1ccc(-c2nc(CS(=O)CC(=O)NC3CCCC3)c(C)o2)cc1 (configuration not stated) | -18.1 | i
CN(C)C=NC1=NN(c2cccc(C(F)(F)F)c2)CC1 | -9.9 | i
O=C(CCCn1cnc([N+](=O)[O-])n1)Nc1cccc(O)c1 | -15.2 | i
O=C(Nc1ccc(F)c(S(=O)(=O)N2CCOCC2)c1)C1CCCCC1 | -12.5 | .
CCCCCOC(=O)C(C)Sc1n[nH]c(=O)[nH]c1=O (configuration not stated) | -2.6 | i
O=C(NCc1cccc(Cl)c1)c1cccnc1 | -8.0 | i
COc1ccc([C@H]2CC(=O)C=C(c3ccc(-c4ccccc4)cc3)C2)cc1OC | -14.7 | .
CC(C)(C)c1ccc(/C=C(\c2nc3ccccc3[nH]2)S(=O)(=O)c2ccccc2)cc1 | -20.8 | i
O=C(NCc1ccc2c(c1)OCO2)C1CCC(CNc2c(N3CCCC3)c(=O)c2=O)CC1 (configuration not stated) | 3.1 | i
CC(/C=N/NC(=O)c1cc(-c2cccs2)[nH]n1)=C\c1ccccc1 | 45.0* | i
c1csc(-c2nc3ccccc3[nH]2)c1 | -6.5 | i
COc1ccc(-n2ncc(S(=O)(=O)c3ccccc3)c2-c2ccc(Cl)cc2)cc1 | -4.8 | i
Cc1ccc(S(=O)(=O)NCCOc2nc(N3CCOCC3)nc(N3CCOCC3)n2)cc1 | -16.2 | i
O=C(COC(=O)CCC1CCCC1)Nc1ccc(Cl)cn1 | -24.7 | i
CCn1c(C(=O)O)c(CC(=O)Nc2cccc(C(F)(F)F)c2)c2ccccc21 | -6.6 | i

One compound at a time, from the list above:
`CC(C(=O)Nc1ccc(OCc2ccccc2)cc1)N1CCCC1` (configuration not stated) as listed: OX1R antag = -1.3; CHT allo act = i
`O=C(NCc1ccccc1)c1cccc(NC(=O)c2ccco2)c1` as listed: OX1R antag = -15.8; CHT allo act = i
